GIRK2 act – Activates human GIRK2-containing potassium channels. P48051. HEK293 GIRK2/NPY4 cells, thallium flux fluorescence. activation (% efficacy), % for hits at 37.5 µM. 34,000 tested, under 10 active. AID 1259324;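 active = primary screen hit, no activity in plain HEK293 cells, and in GIRK2-only cells above 5% efficacy rising with concentration; inactive = the rest, including fluorescent compounds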;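 also: efficacy is normalized control-subtracted fluorescence 15 s after thallium addition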
Target sequence (P48051 whole entry, looked up): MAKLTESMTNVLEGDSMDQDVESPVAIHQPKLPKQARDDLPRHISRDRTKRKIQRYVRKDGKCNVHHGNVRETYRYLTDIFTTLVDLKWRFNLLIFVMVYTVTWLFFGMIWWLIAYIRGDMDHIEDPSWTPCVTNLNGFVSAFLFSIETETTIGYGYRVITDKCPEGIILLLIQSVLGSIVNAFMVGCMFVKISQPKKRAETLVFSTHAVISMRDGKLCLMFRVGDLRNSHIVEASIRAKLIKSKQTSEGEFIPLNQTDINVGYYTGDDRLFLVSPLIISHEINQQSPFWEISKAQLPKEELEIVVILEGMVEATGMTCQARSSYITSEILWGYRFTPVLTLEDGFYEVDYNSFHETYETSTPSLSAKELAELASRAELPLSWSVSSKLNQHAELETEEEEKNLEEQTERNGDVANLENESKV
* = called active by the depositor; i = inactive. Not all compounds are listed; rates above refer to the full screens.

The first four records (preview)
mol	GIRK2 act
O=C(Nc1ccc(SCC(=O)N2CCCC2)nn1)C1CC1	i
COCCn1c(N)c(S(=O)(=O)c2cc(C)ccc2C)c2nc3ccccc3nc21	i
Cc1ccc(Cl)cc1S(=O)(=O)NCC1CCN(C)CC1	i
Cn1c(SCC(=O)N2CCCCC2)nc2c(-c3ccccc3)c[nH]c2c1=O	i

All compounds of this part (from the top)
mol	GIRK2 act
O=C(Nc1ccc(SCC(=O)N2CCCC2)nn1)C1CC1	i
COCCn1c(N)c(S(=O)(=O)c2cc(C)ccc2C)c2nc3ccccc3nc21	i
Cc1ccc(Cl)cc1S(=O)(=O)NCC1CCN(C)CC1	i
Cn1c(SCC(=O)N2CCCCC2)nc2c(-c3ccccc3)c[nH]c2c1=O	i
Cc1nc(NCCNC(=O)Nc2cccc(Cl)c2C)cc(-n2cccn2)n1	i
Cc1ccc(C)c(N2CCN(C(=O)c3cc(-c4ccc(F)cc4)c[nH]3)CC2)c1	i
COc1ccc(S(=O)(=O)CC(=O)Nc2ccc(-c3nc4ccccc4[nH]3)cc2)cc1	i
Cc1cc(S(=O)(=O)NCC(c2ccco2)N2CCc3ccccc3C2)ccc1F (configuration not stated)	i
Cc1ccc(-c2ccc(N3CCN(C(=O)c4ccc5ccccc5n4)CC3)nn2)cc1	i
Cn1cccc1C(CNC(=O)C(=O)NCc1ccc2c(c1)OCO2)N1CCOCC1 (configuration not stated)	i
O=C(COc1ccccc1)NCCCn1nc(-c2cccs2)ccc1=O	i
O=S(=O)(c1ccc(Cl)cc1)N1CCN(c2ccc(-c3cccs3)nn2)CC1	i
Cc1cc(C(C)(C)C)cc(C)c1CC1=NCCN1	i
O=C(Cn1nc2c(c1NC(=O)CC1CCCCC1)CSC2)NCC1CCCO1 (configuration not stated)	i
CC(C)c1ccc(OCC(=O)NCCOc2ccccc2)cc1	i
O=C(Cc1csc(SCC(=O)c2ccccc2)n1)Nc1cccc2nsnc12	i
O=C(Nc1ccc(N2CCCC2=O)cc1)NC1CCCCC1	i
COc1ccc(F)cc1S(=O)(=O)NCC1CCN(Cc2ccccc2SC)CC1	i
O=C(Nc1ccc2c(c1)N(C(=O)c1ccco1)CC2)c1ccco1	i
O=C1OC(C(=O)NCCCNC(=O)C2Cc3ccccc3C(=O)O2)Cc2ccccc21 (configuration not stated)	i

In another format: results already given.
Cc1cc(C(C)(C)C)cc(C)c1CC1=NCCN1
  GIRK2 act: i

O=C(Cn1nc2c(c1NC(=O)CC1CCCCC1)CSC2)NCC1CCCO1 (configuration not stated)
  GIRK2 act: i

(cont.)
mol	GIRK2 act
CC1Oc2ccccc2OC1C(=O)Nc1cc(-c2ccccc2)nn1CCO (configuration not stated)	i
CC(=O)N1CCN(CC(=O)Nc2cc(Cl)ccc2C)CC1	i
O=C(Nc1ccc2c(c1)N(C(=O)c1cccs1)CC2)C1c2ccccc2Oc2ccccc21	i
COc1ccc(OC)c(-c2ccc(=O)n(CC(=O)NCCc3ccccc3OC)n2)c1	i
COc1ccc(SCCC(=O)Nc2ccc([N+](=O)[O-])cc2OC)cc1	i
O=C(Cc1cccs1)Nc1ccc2c(c1)N(C(=O)C1CC1)CC2	i
Cc1cc(=O)[nH]c(-n2nc(C)c(CCC(=O)Nc3ccon3)c2C)n1	i
COc1ccc(NC(=O)Cn2cc(-c3ccc(OC)cc3)c(N(C)C)n2)cc1	i
COCC(=O)Nc1cc(C2CC2)nn1-c1nc(C(C)C)cc(=O)[nH]1	i
Cc1nc(Nc2ccc(NC(=O)Cc3ccc(Cl)cc3)cc2)cc(-n2cccn2)n1	i
CS(=O)(=O)N1CCN(CCNC(=O)CSCc2ccccc2)CC1	i
COc1ccc(-c2ccc(N3CCCC(C(=O)N4CCc5ccccc54)C3)nn2)cc1 (configuration not stated)	i
COc1ccc(NC(=O)Cc2csc(NC(=O)c3ccc[nH]c3=O)n2)c(OC)c1	i
O=C(CSc1n[nH]c(=O)c2cc(-c3ccco3)nn12)c1ccc2c(c1)OCO2	i
COc1ccc(S(=O)(=O)Nc2cccc(C(=O)Nc3sc4c(c3C(N)=O)CCCC4)c2)cc1	i
CS(=O)(=O)N1CCC(CNC(=O)Cc2ccc(Cl)cc2)CC1	i
Cc1cc(C(=O)N2CCN(CCn3ccnc3)CC2)no1	i
COC(=O)c1ccc(NC(=O)C(=O)NCC2CCN(C(C)C)CC2)cc1	i
COc1ccc(N2C(=O)CCS2(=O)=O)cc1S(=O)(=O)N(C)CCc1ccncc1	i
C=CCn1c(SCC(N)=O)nc2scc(-c3ccc(OC)cc3)c2c1=O	i
O=C(N=C1SC2CS(=O)(=O)CC2N1c1ccccc1)c1ccc(Br)cc1 (configuration not stated)	i
CS(=O)(=O)N1CCC(C(=O)N2CC3CC2C(=O)O3)CC1 (configuration not stated)	i
COc1ccc(Br)c(C(=O)Nc2ccc(CC(=O)NCC(F)(F)F)cc2)c1	i
CN(C1CCCC1)S(=O)(=O)c1ccc(C(=O)Nc2nc3ccc(Cl)cc3s2)cc1	i
O=C(CSc1nc(=O)n(CCO)c2c1CCC2)NCc1ccc2c(c1)OCO2	i
CCn1c(SCC(=O)Nc2ccc(OC)c(OC)c2)nc2c(-c3ccc(C)cc3)csc2c1=O	i
COc1ccc(CC(=O)NCC2(c3ccc(F)cc3)CC2)cc1	i
COc1ccccc1C1=NN(C(=O)c2cccs2)C(c2ccc3nccnc3c2)C1 (configuration not stated)	i
Cc1nc2c(C)cccn2c(=O)c1NC(=O)Nc1cc(Cl)cc(Cl)c1	i
CCc1ccc(Oc2cc(N3CCC(C(=O)NCC(C)c4ccccc4)CC3)ncn2)cc1 (configuration not stated)	i
COc1ccc(S(=O)(=O)CC(=O)Nc2nc3cc4c(cc3s2)OCO4)cc1	i
COc1ccc(C2C(C(=O)Nc3ccccc3C)C(C)Nc3ncnn32)cc1OC (configuration not stated)	i
O=C(O)c1ccc2c(=O)n(Cc3ccccc3Cl)c(=S)[nH]c2c1	i
COc1cccc(C(=O)Nc2ccc(N3CCCCC3=O)cc2)c1	i
Cc1ccc(-c2nnc(NC(=O)c3ccc(C#N)cc3)o2)cc1C	i
Cc1ccc(NC(=O)NCCOc2ccc3nnc(-c4ccccc4)n3n2)cc1C	i
CCOc1ccc(C(=O)N2CCN(c3nccn3C)CC2)cc1OCC	i
COCCn1c(NC(=O)Nc2ccc(OC)cc2)c2ccccc2nc1=O	i
CC(=O)Nc1ccc(C(=O)NCCNC(=O)c2cc3ccccc3oc2=O)cc1	i
Cc1nn(C2CCS(=O)(=O)C2)c2nc(-c3ccco3)cc(C(=O)Nc3ccc(F)c(F)c3)c12 (configuration not stated)	i
CCOC(=O)Cn1c(=NC(=O)c2cc(C)n(CC)n2)sc2cc(F)ccc21	i
COc1cn(CC(=O)Nc2ccc(C(F)(F)F)cc2)c(CSc2ccc(C)cc2)cc1=O	i
CC1CCc2cc(F)ccc2N1C(=O)c1nc(-c2cnccn2)no1 (configuration not stated)	i
Cc1ccc(-n2nc3c(c2-n2cccc2)CN(C(=O)c2cnccn2)C3)cc1C	100.0%*
COc1cc(C)ccc1OCC(=O)N1CCN(c2ccc3nncn3n2)CC1	i
Cn1nc(C2CCCN(C(=O)c3cc(-c4ccc(F)cc4)n[nH]3)C2)n(-c2ccccc2)c1=O (configuration not stated)	i
COc1cccc(C(CNC(=O)NC2CCCCC2)N2CCOCC2)c1 (configuration not stated)	i
COc1cc2sc(=NC(=O)c3ccnn3C)n(CCSC)c2cc1OC	i
CC(NC(=O)Cc1csc(Nc2ccc(S(C)(=O)=O)cc2)n1)c1ccccc1 (configuration not stated)	i
Cc1cc(C)c(NC(=O)C2(c3cccs3)CCOCC2)c(C)c1	i

(cont.)
mol	GIRK2 act
COC(=O)NNc1ncnc2c1nnn2C	i
CC(C)(C)n1ncc2c(=O)n(CCC(=O)Nc3ccc(Cl)c(Cl)c3)cnc21	i
COc1cccc(CCNC(=O)Cc2c(C)[nH]c(=O)[nH]c2=O)c1	i
COC(CNC(=O)C(=O)Nc1c2c(nn1-c1ccccc1)CS(=O)(=O)C2)OC	i
O=C(NCCC1=CCCCC1)C(=O)NCC(O)c1ccsc1 (configuration not stated)	i
Cc1ccc(NC(=O)C(=O)NCCC2=CCCCC2)cc1N1CCCC1=O	i
O=S(=O)(N1CCOCC1)N1CCN(C(c2ccccc2)c2ccccc2)CC1	i
COc1ccccc1NC(=O)C(C)N1C(=O)c2ccccc2S1(=O)=O (configuration not stated)	i
O=C(CSc1ccc(NC(=O)c2cccs2)nn1)NCc1ccco1	i
O=C(C1CC1)N1CCN(c2nccn2-c2ccccc2F)CC1	i
COC(=O)c1cc(OC)c(OC)cc1NC(=O)c1nnn(-c2ccccc2)c1C	i
CC(C)C(=O)Nc1ccc(SCC(=O)Nc2ccc3c(c2)OCO3)nn1	i
O=S(=O)(c1cccc(C(F)(F)F)c1)N1CCN(c2ccc(-c3ccco3)nn2)CC1	i
CC(C)(C)c1cc(NC(=O)Cc2ccccc2Cl)n(CCO)n1	i
OCCN(Cc1ccccc1)CC(O)COC12CC3CC(CC(C3)C1)C2 (configuration not stated)	i
O=C(COc1ccc(Cl)cc1)Nc1ccc2c(c1)N(C(=O)c1ccco1)CC2	i
CN(C)C(CNS(=O)(=O)c1ccc(F)cc1)c1cccn1C (configuration not stated)	i
O=C(NC1CCS(=O)(=O)C1)C12CC3CC(CC(C3)C1)C2 (configuration not stated)	i
COc1ccc2sc(N(Cc3ccccn3)C(=O)CSCc3ccccc3)nc2c1	i
CCOc1ccc(C(C)(C)C)cc1S(=O)(=O)N1CCN(C)CC1	i
CC(=O)c1ccc(S(=O)(=O)N2CCN(c3ccc4nnc(C)n4n3)CC2)cc1	i
CCOc1ccc(-c2ccc(=O)n(CC(=O)NCc3ccccc3)n2)cc1	i
Cc1cc(O)c(C(c2ccc3c(c2)OCO3)c2c(O)cc(C)[nH]c2=O)c(=O)[nH]1	i
O=C(c1ccc2c(c1)OCO2)N1CCOC(c2ccc(C(F)(F)F)cc2)C1 (configuration not stated)	i
COc1cc2ccccc2cc1C(=O)Nc1ccc2ncsc2c1	i
CCCNC(=O)c1snc(-c2ccc(C)cc2)c1N	i
CC(C)(NC(=O)c1cccs1)C(=O)N1CCN(CCO)CC1	i
Cc1ccc(Nc2ccc(NS(=O)(=O)c3ccccc3)cc2)nn1	i
Cc1ccc2c(c1)N(C(=O)Cn1c(-c3ccc(F)cc3)ncc(C#N)c1=O)CCO2	i
O=C(NCc1cccs1)C(=O)NCC1COC2(CCCC2)O1 (configuration not stated)	i

Another view of some results above.
COc1cc2ccccc2cc1C(=O)Nc1ccc2ncsc2c1
- GIRK2 act: i
O=C(NCc1cccs1)C(=O)NCC1COC2(CCCC2)O1 (configuration not stated)
- GIRK2 act: i
Cc1ccc2c(c1)N(C(=O)Cn1c(-c3ccc(F)cc3)ncc(C#N)c1=O)CCO2
- GIRK2 act: i
O=C(c1ccc2c(c1)OCO2)N1CCOC(c2ccc(C(F)(F)F)cc2)C1 (configuration not stated)
- GIRK2 act: i

Remaining list, next part.
mol	GIRK2 act
Cn1nnc2c(N3CCN(C(=O)Nc4cccs4)CC3)ncnc21	i
COc1ccc(S(=O)(=O)NCCCn2nc(-c3ccco3)ccc2=O)c(OC)c1	i
CCOC(=O)C1CCCN(C(=O)c2cc(-c3cccc(OC)c3)nn2C)C1 (configuration not stated)	i
O=C(NCCS(=O)(=O)N1CCN(c2ncccn2)CC1)NCc1cccs1	i
CCOc1ccc(C(=O)NCC2CCN(Cc3ccco3)CC2)cc1	i
O=C(NCc1cccs1)C(=O)Nc1c2c(nn1-c1ccc(Cl)cc1)CSC2	i
CC(C)NC(=O)C(=O)NCC(=O)N1CCOC(c2ccccc2)C1 (configuration not stated)	i
COc1ccc(F)cc1S(=O)(=O)NCC(O)c1ccc(C(F)(F)F)cc1 (configuration not stated)	i
COc1cccc(OCC(=O)Nn2cnc3c(cnn3-c3ccccc3)c2=O)c1	i
CN(C)S(=O)(=O)c1ccc(C(=O)NCCn2nc(-c3ccccc3)n(C)c2=O)cc1	i
O=S(=O)(Cc1cccc(F)c1)N1CCN(CC(F)(F)F)CC1	i
CC(C)C(=O)N1CCCc2ccc(NC(=O)C(=O)NCCCO)cc21	i
COc1nn(C)cc1C(=O)N1CCC(c2nnc(-c3ccc(F)cc3)o2)CC1	i
O=C(NCCCn1nc(-c2ccc(F)cc2)ccc1=O)c1cccc(-n2cnnn2)c1	i
CCNC(=O)CSc1nc(-c2ccccc2)c(NC(=O)c2cc3ccccc3o2)s1	i
COC(=O)c1ccsc1NC(=O)c1c(C)cnn1C	i
Cc1cccc(NC(=O)Cn2ccc3ccn(Cc4ccccc4F)c3c2=O)c1	i
Cc1cc(=O)[nH]c(-n2nc(C)c(CCC(=O)NCC(C)C)c2C)n1	i
c1ccc(-n2ncc3c(NCCCn4ccnc4)nnnc32)cc1	i
COc1cccc(NC(=O)Cn2cc(OC)c(=O)cc2CSc2nc(C)cc(C)n2)c1	i
COc1ccccc1-c1noc(C2CN(S(=O)(=O)/C=C/c3ccccc3)C2)n1	i
CCCOc1cn(-c2ccc(F)cc2)nc1C(=O)Nc1ccc(S(N)(=O)=O)cc1	i
COc1ccc2nc(N3CC(C(=O)NCCc4c[nH]c5ccccc45)C3)sc2c1	i
CSc1nc2ccccc2c(=O)n1N	i
O=C(C1CC1)N(CCc1cccs1)Cc1ccco1	i

Screening data: PubChem, Vanderbilt University
